KOR beta-arrestin-1: KOR agonists, beta-arrestin recruitment, primary screen, cell-based, luminescence, uHTS (AID 1777); Kappa-type opioid receptor (Homo sapiens); KOR beta-arrestin recruitment, luminescence; higher % means a stronger effect; activation, % at 10 µM; hits with a dose series show EC50 in µM; 0.02% of 280,000 active; in the data active = activation above about 50%, passing the limit was not always enough; note: a part of the inactive calls stands beside numbers as strong as those of hits
P. falciparum M1AAP: P. falciparum M1AAP inhibitors, biochemical, fluorogenic H-Leu-NHMec substrate, 1536-well (AID 1445). inhibition, % at 30 µM; hits with a dose series show IC50 in µM. recombinant M1AAP, H-Leu-NHMec fluorogenic kinetic assay; higher % means a stronger effect. 0.42% of 220,000 active. Aminopeptidase N (Plasmodium falciparum (isolate 3D7));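 active = primary inhibition above the hit cutoff, then over 50% inhibition at one or more dose response concentrations, cut at about 23% in these data, passing the limit was not always enough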;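 note: plate controls were DMSO full reaction for no effect and no enzyme background for full effect; strong numbers were not always called active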
GPR55 beta-arrestin: GPR55 agonists via beta-arrestin recruitment, primary screen, imaging, U2OS cells, beta-arrestin-GFP redistribution (AID 1961); G-protein coupled receptor 55 (Homo sapiens); U2OS GPR55 beta-arrestin-GFP redistribution imaging; higher % means a stronger effect; one-dose activation, % at 10 µM; EC50 in µM for titrated hits; 0.048% of 290,000 active;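 active = activation above 40% with more than 50 cells counted in the well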;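 note: U2OS osteosarcoma cells stably expressing GPR55 and beta-arrestin-GFP; plate controls were DMSO negative control for no effect and LPI positive control for full effect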
KOR beta-arrestin-2: KOR antagonists, beta-arrestin recruitment, cell-based, luminescence, uHTS (AID 1778); inhibition, % at 10 µM; hits with a dose series show IC50 in µM; 0.091% of 290,000 active; KOR beta-arrestin recruitment, luminescence, antagonist mode; higher % means a stronger effect; note: strong numbers were not always called active
NOD2 inhibition: NOD2 signaling inhibitors, cell-based, luminescence, uHTS, HEK293 (AID 1566). HEK293 NOD2/NF-kB luciferase reporter, luminescence; higher % means a stronger effect. inhibition, % at 4 µM, or EC50 in µM where a hit was titrated. 0.63% of 290,000 active; note: many of its hits are not listed in these tables
M17LAP inhibition: P. falciparum M17LAP inhibitors, primary screen, biochemical, fluorogenic H-Leu-NHMec substrate, 1536-well (AID 1619) | Leucine aminopeptidase (Plasmodium falciparum (isolate 3D7)) | recombinant M17LAP, H-Leu-NHMec fluorogenic kinetic assay; higher % means a stronger effect | inhibition, % at 30 µM; hits with a dose series show IC50 in µM | 0.38% of 220,000 active;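 active = compound inhibiting the enzyme by more than half at any dose during confirmatory dose-response retesting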;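 note: plate controls were full reaction with DMSO carrier for no effect and no enzyme background for full effect; strong numbers were not always called active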
AID2073: inhibitors of Mint1-CaV2.2 protein interaction, biochemical, HTRF (AID 2073); HTRF protein-protein interaction, Mint1-CaV2.2; higher % means a stronger effect; inhibition, % at 20 µM; hits with a dose series show IC50 in µM; 0.19% of 290,000 active; in the data active = inhibition mostly above about 51%, no sharp cut-off; note: some results filed as inactive read as strong as hits
NOD1 NF-kB reporter: NOD1 signaling inhibitors, primary screen, cell-based, luminescence, uHTS (AID 1578); NOD1-driven NF-kB luciferase reporter cells, luminescence; higher % means a stronger effect; one-dose inhibition, % at 4 µM; EC50 in µM for titrated hits; 1% of 290,000 active; in the data active = inhibition mostly above about 36%, no sharp cut-off; inactive = mostly below about 34%;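 note: HEK-293T reporter cells stimulated with the NOD1 agonist gamma-tri-DAP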
Dynein cargo inh: inhibitors of GR-EGFP nuclear translocation, primary screen, dynein cargo transport inhibitor project, imaging, high-content, 3617.4 mouse cells | test concentration mostly 20 µM; stimulated with dexamethasone, 1 µM; hits give low values | z-score, hits read low | 0.47% of 220,000 active | AID 1381, 2008;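 active = plate z-score of nuclear minus cytoplasmic receptor signal below a set negative limit, without overly bright fluorescence or cell loss, cut at about -3.5 in these data, passing the limit was not always enough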;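 note: z-score of nuclear minus cytoplasmic ring GR-EGFP intensity difference per well; some compounds called inactive have numbers as strong as hits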
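medium = tetracycline-free induction medium containing charcoal-stripped FBS | probe or stimulus = dexamethasone, 1.0 µM final | timing = 48 h induction, then 1 h compound, then 30 min agonist, 37 °C | detection = automated 10x imaging of fixed Hoechst-stained cells | read-out basis = nuclear versus cytoplasmic GR-EGFP signal, averaged per well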
Dynein cargo inh cytoplasmic EGFP: second read-out of Dynein cargo inh, no call of its own (marks repeat the call); z-score; measured here: cytoplasmic GR-EGFP intensity; hits give high values
Dynein cargo inh nuclear GR-EGFP: recorded beside Dynein cargo inh, whose call it bears; z-score; measured here: nuclear GR-EGFP intensity;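 lower value marks the stronger effect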
Dynein cargo inh cell count: also measured in Dynein cargo inh; calls as there; z-score; measured here: cell count per field
* hit, by the source's call; x = no result given; [ ] = remark or other dose. Cut-off read from the data, not from the text of the source, unless noted: active = inhibition above about 50%; inactive = the rest.

Screens by letter: A = KOR beta-arrestin-1; B = P. falciparum M1AAP; C = GPR55 beta-arrestin; D = KOR beta-arrestin-2; E = NOD2 inhibition; F = M17LAP inhibition; G = AID2073; H = NOD1 NF-kB reporter; I = Dynein cargo inh; J = Dynein cargo inh cytoplasmic EGFP; K = Dynein cargo inh nuclear GR-EGFP; L = Dynein cargo inh cell count
CCCOC(=O)c1ccc(NC(=O)CN(C)Cc2cccs2)cc1
  A = -2.2%	B = x	C = x	D = 0%	E = -2%	F = x	G = 3%	H = -9%	I = x	J = x	K = x	L = x

CN1CCN(S(=O)(=O)c2ccc(SCCOc3ccccc3)nc2)CC1
  A = -2.1%	B = 0%	C = -0.2%	D = 11%	E = 21%	F = -7%	G = 10%	H = 0%	I = 0.075	J = -0.44	K = -0.038	L = 0.57

CCN(CC)C(=O)/C(=C\c1cccc([N+](=O)[O-])c1)NC(=O)c1ccco1
  A = 13%	B = 3%	C = -0.4%	D = -22%	E = 11%	F = 26%	G = -2%	H = -25%	I = 1.4	J = -0.23	K = 0.62	L = -0.7

COc1ccccc1NC(=O)N1CCCC1C(=O)NCc1cccs1 (stereo not drawn)
  A = -1.9%	B = x	C = -0.3%	D = -2%	E = 2%	F = x	G = 6%	H = -7%	I = x	J = x	K = x	L = x

CC1CCCC(C)N1S(=O)(=O)c1ccc(S(=O)(=O)NCc2ccccc2)cc1 (stereo not drawn)
  A = -6.4%	B = -6%	C = -0.2%	D = 0%	E = -7%	F = 4%	G = -2%	H = -46%	I = -0.43	J = -0.2	K = 0.16	L = -0.34

Cn1cc(CN2CCC(Oc3ccc(C(=O)N4CCCC4)cc3)CC2)cn1
  A = -0.3%	B = x	C = -0.2%	D = -9%	E = -4%	F = x	G = -6%	H = -34%	I = x	J = x	K = x	L = x

Cc1nn(Cc2ccc(Cl)c(Cl)c2)c(C)c1NC(=O)c1cc(-c2ccco2)on1
  A = -2.6%	B = 1%	C = -0.5%	D = 12%	E = 8%	F = -54%	G = 33%	H = -15%	I = 0.2	J = 0.071	K = 1	L = 0.0017

Cc1cc(C)c(N(C(=O)c2csnn2)C(C(=O)NC2CCCC2)c2ccncc2)c(C)c1 (stereo not drawn)
  A = -2.5%	B = x	C = 0.5%	D = 12%	E = 23%	F = x	G = 2%	H = 1%	I = x	J = x	K = x	L = x

Cc1cc2cc3c(cc2nc1SCC(=O)N1CCOCC1)OCO3
  A = -0.5%	B = x	C = -0.1%	D = 38%	E = 8%	F = x	G = 1%	H = -22%	I = x	J = x	K = x	L = x

NS(=O)(=O)c1ccc(CCNC(=O)COc2ccc3c4c(c(=O)oc3c2)CCC4)cc1
  A = -4.0%	B = x	C = 0.6%	D = -16%	E = 7%	F = x	G = 12%	H = -6%	I = x	J = x	K = x	L = x

CCC(=O)Nc1ccc(Cl)c(NC(=O)c2c(OC)cccc2OC)c1
  A = -2.0%	B = -2%	C = -0.1%	D = -83%[20 µM]	E = 2%	F = -1%	G = -2%	H = 7%	I = 0.29	J = -0.23	K = 0.85	L = -0.67

CC(=O)Nc1ccn(Cc2c(F)cccc2Cl)n1
  A = 2.2%	B = -1%	C = -0.2%	D = 7%	E = -17%	F = -2%	G = 3%	H = x	I = -1	J = -0.2	K = -0.33	L = -0.34

O=C(Nc1ncccn1)c1cc([N+](=O)[O-])cc([N+](=O)[O-])c1
  A = -0.3%	B = 3%	C = 0.9%	D = 18%	E = 6%	F = -3%	G = 5%	H = -14%	I = -0.75	J = -0.26	K = -0.37	L = 2

Cc1ccc(S(=O)(=O)NC(C(=O)N2CCOCCOCCOCC2)C(C)C)cc1 (stereo not drawn)
  A = 1.6%	B = x	C = 1.0%	D = -1%	E = x	F = x	G = 10%	H = x	I = x	J = x	K = x	L = x

CCOc1ccc(NC(=O)c2ccco2)c([N+](=O)[O-])c1
  A = 5.5%	B = -3%	C = -0.1%	D = 5%	E = -55%	F = -4%	G = 2%	H = -28%	I = 0.18	J = 0.14	K = 0.45	L = -1

O=C1CC(NCc2cccs2)C(=O)N1c1ccc(Cl)cc1 (stereo not drawn)
  A = 1.3%	B = 2%	C = 0.0%	D = -31%	E = 10%	F = 1%	G = -10%	H = 3%	I = 0.23	J = -0.18	K = 0.18	L = 0.29

Cc1ccc(C)c(NC(=O)C(C)CC2COCCO2)c1 (stereo not drawn)
  A = 8.7%	B = -8%	C = -0.1%	D = -17%	E = -10%	F = 0%	G = 15%	H = 57%	I = -0.54	J = -0.2	K = 0.34	L = 1.1

CCOc1ccc2nc(NC(=O)CSc3nnc(-c4ccncc4)n3CC3CCCO3)sc2c1 (stereo not drawn)
  A = 3.3%	B = x	C = 0.3%	D = 8%	E = -50%	F = x	G = 4%	H = -33%	I = x	J = x	K = x	L = x

CN1/C(=C\C=N\O)C(C)(C)c2ccccc21
  A = -1.5%	B = -4%	C = 0.0%	D = 6%	E = 10%	F = 2%	G = -5%	H = -28%	I = -0.79	J = -0.29	K = 0.11	L = 0.29

CCc1nc2ccccc2c(C(=O)OC2CCOC2=O)c1C (stereo not drawn)
  A = -6.7%	B = 7%	C = -0.3%	D = 8%	E = -7%	F = -7%	G = -2%	H = -10%	I = -0.59	J = -0.25	K = -0.096	L = -0.63

N#Cc1ccc(C(=O)Nc2cccc3cccnc23)c(F)c1
  A = 5.0%	B = -2%	C = 0.8%	D = -13%	E = 2%	F = 1%	G = 38%	H = -47%	I = 0.14	J = -0.27	K = -0.096	L = 0.62

CC(=O)NCC(=O)N(Cc1ccco1)C1(C(=O)NC2CCCCC2)CCCCC1
  A = 3.8%	B = -1%	C = -0.1%	D = -24%	E = -3%	F = -5%	G = 4%	H = 4%	I = -0.36	J = -0.14	K = -0.23	L = 0.35

CCCS(=O)(=O)N1CCC(C(=O)NCCCN2CCC(Cc3ccccc3)CC2)CC1
  A = -1.5%	B = 11%	C = -0.1%	D = 3%	E = 4%	F = -6%	G = -3%	H = -18%	I = 0.005	J = -0.0077	K = -0.14	L = 0.3

COc1cccc(C(C(=O)NC2CCCC2)N(C(=O)c2ccco2)c2ccc(-n3cnnn3)c(C)c2)c1OC (stereo not drawn)
  A = 0.7%	B = 5%	C = 0.2%	D = -35%	E = 13%	F = 3%	G = 17%	H = -18%	I = -0.85	J = -0.31	K = -0.31	L = 0.58

COc1ccc(C(=O)NNC(=O)c2ccccc2[N+](=O)[O-])cc1Br
  A = -1.5%	B = 0%	C = 0.8%	D = -26%	E = 8%	F = -8%	G = -3%	H = -20%	I = 0.093	J = -0.29	K = -0.21	L = -0.11

CN(C)/C=N/c1ncc(C(=O)c2ccc(Cl)cc2Cl)s1
  A = 3.9%	B = 13%	C = 0.2%	D = -9%	E = -17%	F = 11%	G = 35%	H = 1%	I = -0.83	J = -0.21	K = -0.71	L = 0.4

COc1ccc(-c2ccc(C#N)c(SCC(=O)Nc3sc4c(c3C#N)CCC4)n2)cc1OC
  A = -6.1%	B = -7%	C = 0.2%	D = 18%	E = 5%	F = -15%	G = 25%	H = -102%	I = -0.078	J = -0.28	K = 0.027	L = 0.96

COc1ccc(C)cc1NC(=O)CSc1nnc(COc2ccc(C)cc2)n1Cc1ccco1
  A = -3.9%	B = -3%	C = -0.1%	D = 15%	E = 15%	F = -7%	G = -4%	H = 28%	I = 0.16	J = -0.041	K = -0.32	L = -0.29

Cc1cc(C)cc(OCc2nnc(SCC(=O)Nc3ccccc3)o2)c1
  A = -1.1%	B = -2%	C = -0.2%	D = 27%	E = 9%	F = -2%	G = 20%	H = -32%	I = -0.37	J = -0.27	K = -0.42	L = -0.14

CC(=O)c1cccc(NC(=O)C2CCN(C(=O)c3ccc([N+](=O)[O-])cc3)CC2)c1
  A = -4.0%	B = 1%	C = -0.3%	D = -5%	E = 19%	F = -1%	G = 0%	H = -8%	I = -0.86	J = 0.13	K = -0.46	L = 0.47

COc1ccc(C(=O)NC(CC(=O)O)c2cc([N+](=O)[O-])ccc2Cl)cc1 (stereo not drawn)
  A = -5.3%	B = 5%	C = 0.1%	D = 8%	E = 3%	F = -4%	G = -6%	H = -16%	I = -0.4	J = -0.26	K = -0.16	L = 0.28

CC(=O)c1cccc(NC(=O)Cn2cc3c(n2)CCCC3)c1
  A = 1.6%	B = 1%	C = -0.1%	D = 16%	E = 11%	F = 4%	G = -5%	H = 10%	I = -0.69	J = -0.11	K = -0.34	L = 0.42

O=C1NC[C@H](Cc2ccc(O)cc2)N(CC2CCCCC2)C1=O
  A = -0.3%	B = 6%	C = -0.1%	D = 4%	E = 10%	F = 9%	G = 8%	H = -8%	I = -0.93	J = -0.81	K = -0.4	L = 0.97

Cc1nnc(NCCc2ccccc2)[nH]c1=O
  A = -0.5%	B = 1%	C = -0.2%	D = -2%	E = 3%	F = -13%	G = 6%	H = 1%	I = -1.1	J = -0.24	K = -0.63	L = 1.2

O=C(NCCOC(=O)C1COc2ccccc2O1)c1cccnc1 (stereo not drawn)
  A = -0.4%	B = -6%	C = -0.2%	D = 3%	E = 8%	F = 1%	G = 3%	H = 3%	I = 1.8	J = -0.085	K = 0.79	L = -0.24

Rewritten as a markdown table: entries from further up
| SMILES | KOR beta-arrestin-1 | P. falciparum M1AAP | GPR55 beta-arrestin | KOR beta-arrestin-2 | NOD2 inhibition | M17LAP inhibition | AID2073 | NOD1 NF-kB reporter | Dynein cargo inh | Dynein cargo inh cytoplasmic EGFP | Dynein cargo inh nuclear GR-EGFP | Dynein cargo inh cell count |
| --- | --- | --- | --- | --- | --- | --- | --- | --- | --- | --- | --- | --- |
| Cc1nnc(NCCc2ccccc2)[nH]c1=O | -0.5% | 1% | -0.2% | -2% | 3% | -13% | 6% | 1% | -1.1 | -0.24 | -0.63 | 1.2 |
| O=C(NCCOC(=O)C1COc2ccccc2O1)c1cccnc1 (stereo not drawn) | -0.4% | -6% | -0.2% | 3% | 8% | 1% | 3% | 3% | 1.8 | -0.085 | 0.79 | -0.24 |

The list is partial. The share of hits here may be higher or lower than overall.
